MrgX1 agonist: activates human MrgX1 receptor signaling; MrgX1-HEK293 cells, Fluo-4 calcium fluorescence, agonist mode; active compounds read high; B-score at 10 µM; 310,000 tested, 0.44% active;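 active = calcium response B-score plate-corrected fluorescence ratio at least 3 library SD, with starting fluorescence B-score inside 5 SD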
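times = overnight plating, then 30 min 37 °C plus 30 min room-temperature dye loading | assay system = stable human MrgX1 HEK293 cell line | input = fifteen thousand cells per well | signal = kinetic calcium dye fluorescence, Fluo-4 NW | dosing = compound delivered in addition one of three | read-out = B-scored fluorescence response ratio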
HDAC3 inhib: inhibitors of human histone deacetylase 3; AID 2718; 320,000 tested, 0.15% active; O15379; recombinant HDAC3, fluorogenic peptide/trypsin coupled, fluorescence; inhibition, % at 8.3 µM; in the data active = inhibition above about 26%, passing the limit was not always enough; inconclusive = no clear call, values can overlap the other calls
TRPC6 inh: mouse TRPC6 channel inhibition | 310,000 tested, 1.1% active | HEK293-TRPC6, membrane potential dye, ACh-evoked depolarization; active compounds read low | B-score at 10 µM | AID 2553;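 active = B-score under library mean minus 3 SD, initial fluorescence not abnormally high, positive integrated signal ratio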;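 also: B-score derived from integrated fluorescence ratio over the kinetic read; more negative B-score means stronger inhibition of depolarization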
Target sequence (Q61143 whole entry, looked up): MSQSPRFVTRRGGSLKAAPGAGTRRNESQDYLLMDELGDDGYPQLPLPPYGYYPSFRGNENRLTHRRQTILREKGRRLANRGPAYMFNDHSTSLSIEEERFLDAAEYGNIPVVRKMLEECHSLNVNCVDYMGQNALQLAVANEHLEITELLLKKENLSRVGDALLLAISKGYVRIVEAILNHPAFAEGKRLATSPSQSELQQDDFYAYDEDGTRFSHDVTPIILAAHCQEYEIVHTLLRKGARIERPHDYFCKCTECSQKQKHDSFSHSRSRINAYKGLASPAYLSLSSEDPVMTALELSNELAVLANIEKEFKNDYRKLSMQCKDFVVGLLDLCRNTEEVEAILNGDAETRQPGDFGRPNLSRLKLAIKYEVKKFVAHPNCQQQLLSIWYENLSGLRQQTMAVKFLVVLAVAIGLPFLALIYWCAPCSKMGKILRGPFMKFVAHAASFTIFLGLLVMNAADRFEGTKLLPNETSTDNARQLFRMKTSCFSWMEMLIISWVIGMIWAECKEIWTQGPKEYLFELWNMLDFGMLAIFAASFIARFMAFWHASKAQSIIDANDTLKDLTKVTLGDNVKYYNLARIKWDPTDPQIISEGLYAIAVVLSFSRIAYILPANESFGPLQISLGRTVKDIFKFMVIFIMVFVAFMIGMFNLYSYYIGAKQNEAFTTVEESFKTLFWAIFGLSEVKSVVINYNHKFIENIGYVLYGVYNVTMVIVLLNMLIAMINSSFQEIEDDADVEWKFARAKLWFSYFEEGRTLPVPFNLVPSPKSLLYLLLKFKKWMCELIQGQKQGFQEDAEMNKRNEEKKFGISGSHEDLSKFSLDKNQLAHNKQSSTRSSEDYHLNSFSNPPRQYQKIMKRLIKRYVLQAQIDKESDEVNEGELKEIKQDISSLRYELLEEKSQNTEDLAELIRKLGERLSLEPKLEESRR
ANO1 activ: activates or potentiates the mouse TMEM16A chloride channel. Q8BHY3. HEK293 TMEM16A/YFP-H148Q/I152L, iodide quench fluorescence; active compounds read low. B-score at 10 µM. AID 623877. 340,000 tested, 0.3% active;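 active = fluorescence-ratio B-score plate-corrected deviation score at least 3 library SD below zero, with starting fluorescence score within 5 deviations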;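 also: channel opened by trigger with iodide after compound preincubation; score built on the fluorescence ratio of max minus min over baseline; more negative score means more quench and so TMEM16A activation or potentiation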
RGS4 pot: RGS4 potentiation or activation; HEK293 M3R/inducible RGS4, carbachol calcium flux Fluo4; active compounds read low; B-score at 10 µM; 310,000 tested, 0.92% active;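 active = B-score of the integrated calcium signal more than 4 SD below the library mean, with starting fluorescence not abnormally high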;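 also: negative B-score means reduced calcium response which marks RGS4 activation or potentiation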
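Detection: kinetic calcium fluorescence imaging with Fluo4-AM dye, 2 µM / Material: HEK293 cells with stable M3R and inducible RGS4 / Schedule: recording 10 s baseline at 1 Hz, 100 s post-agonist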
TRPC6 act: activates the mouse TRPC6 cation channel; Q61143; HEK293-TRPC6 membrane potential dye fluorescence; active compounds read high; B-score at 10 µM; 310,000 tested, 0.13% active;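 active = B-score of the integrated fluorescence ratio above library mean plus 3 SD, and starting fluorescence ratio within library mean plus 5 SD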;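 also: higher score means more depolarization so channel activation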
RGS4 inh: human RGS4 inhibition | P49798 | HEK293 M3R/RGS4 inducible, Fluo-4 calcium flux; active compounds read high; triggered by carbachol at its EC20 | B-score at 10 µM | 310,000 tested, 0.45% active | AID 463165;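 active = B-score, a plate-corrected calcium signal, over three deviations above library mean, with baseline fluorescence within five deviations of library mean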;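 also: RGS4 expression induced by doxycycline in cells with stable M3 receptor; B-score is computed from the integrated fluorescence ratio over baseline after carbachol; higher B-score means a larger calcium signal and so more RGS4 inhibition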
Target sequence (P49798 whole entry, looked up): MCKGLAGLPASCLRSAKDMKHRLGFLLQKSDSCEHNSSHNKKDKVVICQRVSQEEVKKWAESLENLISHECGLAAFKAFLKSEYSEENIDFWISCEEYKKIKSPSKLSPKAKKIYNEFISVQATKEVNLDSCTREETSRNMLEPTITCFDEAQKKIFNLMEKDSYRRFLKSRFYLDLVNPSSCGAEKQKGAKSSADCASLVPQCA
ANO1 block: inhibitors of mouse TMEM16A calcium-activated chloride channel | Q8BHY3 | HEK293 TMEM16A/YFP iodide influx fluorescence, ionomycin | normalized B-score (activity score, 25-100; higher = stronger inhibition) at 10 µM | 310,000 tested, 1.2% active | AID 588511;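 active = ratio plate-corrected score three or more library SD toward inhibition, starting fluorescence score within five deviations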;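 also: score derived from kinetic fluorescence span divided by baseline fluorescence per well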
MrgX1 PAM: allosterically activates human MrgX1 receptor signaling | B-score at 10 µM | Q96LB2 | AID 588675 | 310,000 tested, 0.63% active | MrgX1-HEK293, Fluo-4 calcium flux, FDSS; active compounds read high;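 active = plate-corrected calcium response at least 3 library SD above typical, normal starting fluorescence, not activating the receptor alone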;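 also: compound read alongside a low EC10 to EC30 dose of BAM8-22 agonist; peak minus trough fluorescence over baseline measured at the second addition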
SKKanGAS inh: inhibitors of SKKanGAS S. pyogenes growth in kanamycin (SK-promoter or general growth effect) | BacTiter-Glo, 6 h | inhibition, % at 7.5 µM | 300,000 tested, 1.3% active;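 active = mean replicate score, as percent of positive control median, at least 50; inconclusive = mean below 50 but one replicate at or above 50; inactive = mean and every replicate below 50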;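 also: strain carries kanamycin resistance gene driven by streptokinase promoter and grows in 40 µg/ml kanamycin; loss of luminescence reflects streptokinase promoter inhibition or plain growth inhibition; 0% = median of DMSO wells and 100% = positive control at its reference dose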
MrgX1 antagonist: antagonists of human MrgX1 receptor; Q96LB2; MRGX1-HEK293 calcium flux, Fluo-4, BAM8-22 antagonism; active compounds read low; B-score at 10 µM; 310,000 tested, 1.3% active;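 active = calcium-response B-score plate-corrected more than 3 library SD below zero, starting fluorescence within 5 deviations, no agonist response on first addition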;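 also: peak minus trough fluorescence over baseline after final BAM8-22 challenge near maximal dose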
The depositor's hits bear a star.

`COC1CCCN(C(=O)c2ccc3nc(Cc4cccc(Cl)c4)oc3c2)C1` (stereo not drawn) gave MrgX1 agonist inactive, HDAC3 inhib 1, TRPC6 inh inactive, ANO1 activ inactive, RGS4 pot inactive, TRPC6 act inactive, RGS4 inh inactive, ANO1 block inactive, MrgX1 PAM inactive, SKKanGAS inh 6 and MrgX1 antagonist inactive.
O=C(NCCc1cn2ccccc2n1)c1cc(COc2c(F)cccc2F)on1 was read as MrgX1 agonist inactive, HDAC3 inhib 3, TRPC6 inh inactive, ANO1 activ inactive, RGS4 pot inactive, TRPC6 act inactive, RGS4 inh inactive, ANO1 block inactive, MrgX1 PAM inactive, SKKanGAS inh -5 and MrgX1 antagonist inactive.
For CCCCC1=CC2=CC(=O)C(C)(OC(=O)CC)C(=O)C2=CN1CCCCO (stereo not drawn) the results were MrgX1 agonist inactive, HDAC3 inhib -1, TRPC6 inh inactive, ANO1 activ inactive, RGS4 pot inactive, TRPC6 act inactive, RGS4 inh inactive, ANO1 block inactive, MrgX1 PAM inactive, SKKanGAS inh -2 and MrgX1 antagonist inactive.
`O=C(Nc1ccc(N2CCN(Cc3ccccc3)CC2)cc1)c1ncn[nH]1` gave MrgX1 agonist inactive, HDAC3 inhib inconclusive, TRPC6 inh inactive, ANO1 activ inactive, RGS4 pot inactive, TRPC6 act inactive, RGS4 inh inactive, ANO1 block inactive, MrgX1 PAM inactive, SKKanGAS inh 8 and MrgX1 antagonist inactive.
`CC(C)CNC(=O)CN1C(=O)NC2(CCc3ccccc32)C1=O` (stereo not drawn) gave MrgX1 agonist inactive, HDAC3 inhib 2, TRPC6 inh inactive, ANO1 activ inactive, RGS4 pot inactive, TRPC6 act inactive, RGS4 inh inactive, ANO1 block inactive, MrgX1 PAM inactive, SKKanGAS inh 5 and MrgX1 antagonist inactive.
For O=C(Cc1ccc(F)cc1)Nc1cccc2cccnc12 the results were MrgX1 agonist inactive, HDAC3 inhib 2, TRPC6 inh inactive, ANO1 activ inactive, RGS4 pot inactive, TRPC6 act inactive, RGS4 inh inactive, ANO1 block inactive, MrgX1 PAM inactive, SKKanGAS inh -3 and MrgX1 antagonist inactive.
For Cc1nc2c(Br)c3nc(C(F)(F)F)[nH]c3c(Br)c2[nH]1 the results were MrgX1 agonist inactive, HDAC3 inhib 4, TRPC6 inh inactive, ANO1 activ inactive, RGS4 pot inactive, TRPC6 act inactive, RGS4 inh inactive, ANO1 block inactive, MrgX1 PAM inactive, SKKanGAS inh -2 and MrgX1 antagonist inactive.
Screening O=C(NCc1ccccc1)c1csc2c1CCCCC2 returned MrgX1 agonist inactive, HDAC3 inhib -3, TRPC6 inh inactive, ANO1 activ inactive, RGS4 pot inactive, TRPC6 act inactive, RGS4 inh inactive, ANO1 block inactive, MrgX1 PAM inactive, SKKanGAS inh 7 and MrgX1 antagonist inactive.
Screening CCC(C)(C)n1nnnc1C(c1ccc(OC)cc1)N1CCN(C(=O)c2ccco2)CC1 (stereo not drawn) returned MrgX1 agonist inactive, HDAC3 inhib 8, TRPC6 inh inactive, ANO1 activ inactive, RGS4 pot inactive, TRPC6 act inactive, RGS4 inh inactive, ANO1 block inactive, MrgX1 PAM inactive, SKKanGAS inh 1 and MrgX1 antagonist inactive.
CN(C)CCCN(C(=O)COc1ccccc1)c1nc2c(F)cccc2s1 was read as MrgX1 agonist inactive, HDAC3 inhib -5, TRPC6 inh -5*, ANO1 activ inactive, RGS4 pot inactive, TRPC6 act inactive, RGS4 inh inactive, ANO1 block inactive, MrgX1 PAM inactive, SKKanGAS inh -3 and MrgX1 antagonist inactive.
COc1ccc2ccccc2c1/C=N/NC(=O)c1sc(N)c(C#N)c1C was read as MrgX1 agonist inactive, HDAC3 inhib -2, TRPC6 inh inactive, ANO1 activ inactive, RGS4 pot inactive, TRPC6 act inactive, RGS4 inh inactive, ANO1 block inactive, MrgX1 PAM inactive, SKKanGAS inh 9 and MrgX1 antagonist inactive.
Screening CCN(CC(=O)Nc1ccc2c(c1)OCCO2)S(=O)(=O)c1cccs1 returned MrgX1 agonist inactive, HDAC3 inhib 2, TRPC6 inh inactive, ANO1 activ inactive, RGS4 pot inactive, TRPC6 act inactive, RGS4 inh inactive, ANO1 block inactive, MrgX1 PAM inactive, SKKanGAS inh 3 and MrgX1 antagonist inactive.
Cc1ccccc1Cn1cc(S(=O)(=O)CC(=O)N2CCCCC2)c2ccccc21 was read as MrgX1 agonist inactive, HDAC3 inhib -1, TRPC6 inh inactive, ANO1 activ inactive, RGS4 pot inactive, TRPC6 act inactive, RGS4 inh inactive, ANO1 block inactive, MrgX1 PAM inactive, SKKanGAS inh 4 and MrgX1 antagonist inactive.
Screening C=CCNc1nc(NCC)nc(N2CCOCC2)n1 returned MrgX1 agonist inactive, HDAC3 inhib -4, TRPC6 inh inactive, ANO1 activ inactive, RGS4 pot inactive, TRPC6 act inactive, RGS4 inh inactive, ANO1 block inactive, MrgX1 PAM inactive, SKKanGAS inh -1 and MrgX1 antagonist inactive.
`CCCCC(CC)Cn1c2nc3ccccc3nc2c2c(=N)oc(C)nc21` (stereo not drawn) gave TRPC6 inh inactive, RGS4 pot inactive, TRPC6 act inactive, RGS4 inh inactive and SKKanGAS inh 46.
`Cc1cccc(C(=O)Nc2nnc(SCC(=O)NCc3ccco3)s2)c1` gave MrgX1 agonist inactive, HDAC3 inhib -10, TRPC6 inh inactive, ANO1 activ inactive, RGS4 pot inactive, TRPC6 act inactive, RGS4 inh inactive, ANO1 block inactive, MrgX1 PAM inactive, SKKanGAS inh 41 and MrgX1 antagonist inactive.
COc1cc(NC(=O)CN2C(=O)CSc3ccc(S(=O)(=O)N4CCCC4)cc32)cc(OC)c1 was read as MrgX1 agonist inactive, HDAC3 inhib -2, TRPC6 inh inactive, ANO1 activ inactive, RGS4 pot inactive, TRPC6 act inactive, RGS4 inh inactive, ANO1 block inactive, MrgX1 PAM inactive, SKKanGAS inh -8 and MrgX1 antagonist inactive.
CCc1nnc(NC(=O)CSc2ncnc3c2cnn3-c2ccc(OC)cc2)s1 was read as MrgX1 agonist inactive, HDAC3 inhib 3, TRPC6 inh inactive, ANO1 activ inactive, RGS4 pot inactive, TRPC6 act inactive, RGS4 inh inactive, ANO1 block inactive, MrgX1 PAM inactive, SKKanGAS inh -1 and MrgX1 antagonist inactive.
`COc1cc([N+](=O)[O-])cc(/C=N/NC(=O)c2cncc(Br)c2)c1O` gave MrgX1 agonist inactive, HDAC3 inhib 3, TRPC6 inh inactive, ANO1 activ inactive, RGS4 pot inactive, TRPC6 act inactive, RGS4 inh inactive, ANO1 block inactive, MrgX1 PAM inactive, SKKanGAS inh 94* and MrgX1 antagonist inactive.
Nn1c(SCC(=O)Nc2ccc(S(N)(=O)=O)cc2)nnc1-c1ccco1 was read as MrgX1 agonist inactive, HDAC3 inhib 2, TRPC6 inh inactive, ANO1 activ inactive, RGS4 pot inactive, TRPC6 act inactive, RGS4 inh inactive, ANO1 block inactive, MrgX1 PAM inactive, SKKanGAS inh 3 and MrgX1 antagonist inactive.
Cc1ccc2[nH]c3ccccc3c(=O)c2c1 was read as MrgX1 agonist inactive, HDAC3 inhib 0, TRPC6 inh inactive, ANO1 activ inactive, RGS4 pot inactive, TRPC6 act inactive, RGS4 inh inactive, ANO1 block inactive, MrgX1 PAM inactive, SKKanGAS inh 3 and MrgX1 antagonist inactive.
Screening O=C1c2ccccc2NC(c2ccccc2Br)N1CCCN1CCOCC1 (stereo not drawn) returned MrgX1 agonist inactive, HDAC3 inhib -3, TRPC6 inh inactive, ANO1 activ inactive, RGS4 pot inactive, TRPC6 act inactive, RGS4 inh inactive, ANO1 block inactive, MrgX1 PAM inactive, SKKanGAS inh 1 and MrgX1 antagonist inactive.
Screening Cc1cc(C)c(S(=O)(=O)NCCn2ccc3ccccc32)c(C)c1 returned MrgX1 agonist inactive, HDAC3 inhib 1, TRPC6 inh inactive, ANO1 activ inactive, RGS4 pot inactive, TRPC6 act inactive, RGS4 inh inactive, ANO1 block inactive, MrgX1 PAM inactive, SKKanGAS inh 0 and MrgX1 antagonist inactive.
COc1nc(Nc2ccc(O)cc2)nc(OC(C(F)(F)F)C(F)(F)F)n1 was read as MrgX1 agonist inactive, HDAC3 inhib 14, TRPC6 inh inactive, ANO1 activ inactive, RGS4 pot inactive, TRPC6 act inactive, RGS4 inh inactive, ANO1 block inactive, MrgX1 PAM inactive, SKKanGAS inh -12 and MrgX1 antagonist inactive.
For COc1ccc(-c2nnc(SCC(=O)N3CCCC3)o2)cc1 the results were MrgX1 agonist inactive, HDAC3 inhib 6, TRPC6 inh inactive, ANO1 activ inactive, RGS4 pot inactive, TRPC6 act inactive, RGS4 inh inactive, ANO1 block inactive, MrgX1 PAM inactive, SKKanGAS inh 2 and MrgX1 antagonist inactive.
Screening CN1CCN(CCCCOc2ccccc2C=O)CC1 returned MrgX1 agonist inactive, HDAC3 inhib -3, TRPC6 inh inactive, ANO1 activ inactive, RGS4 pot inactive, TRPC6 act inactive, RGS4 inh inactive, ANO1 block inactive, MrgX1 PAM inactive, SKKanGAS inh 0 and MrgX1 antagonist inactive.
Screening Cc1cc(C)cc(-n2ccnc2SCC(=O)O)c1 returned MrgX1 agonist inactive, HDAC3 inhib 1, TRPC6 inh inactive, ANO1 activ inactive, RGS4 pot inactive, TRPC6 act inactive, RGS4 inh inactive, ANO1 block inactive, MrgX1 PAM inactive, SKKanGAS inh -1 and MrgX1 antagonist inactive.
Screening Cn1c(=O)c2c(nc(N/N=C/c3ccc(OC(=O)c4ccco4)cc3)n2Cc2ccc(F)cc2)n(C)c1=O returned MrgX1 agonist inactive, HDAC3 inhib -8, TRPC6 inh inactive, ANO1 activ inactive, RGS4 pot inactive, TRPC6 act inactive, RGS4 inh inactive, ANO1 block inactive, MrgX1 PAM inactive, SKKanGAS inh 12 and MrgX1 antagonist inactive.
For COc1cc(OC)cc(C(=O)N[C@H](C(=O)Nc2cc(C)cc(C)c2)C(C)C)c1 the results were MrgX1 agonist inactive, HDAC3 inhib -7, TRPC6 inh inactive, ANO1 activ inactive, RGS4 pot inactive, TRPC6 act inactive, RGS4 inh inactive, ANO1 block inactive, MrgX1 PAM inactive and MrgX1 antagonist inactive.

High-throughput results: PubChem, several laboratories
